# Compound activity (PubChem BioAssay)
# CAL PDZ FP-1: untagged CAL PDZ binding inhibitors, primary screen, biochemical, fluorescence polarization, HTS. inhibition, % at 24.9 µM. actives 0.92% (n = 300,000). purified CAL PDZ, TMR-peptide fluorescence polarization, 1 h. Golgi-associated PDZ and coiled-coil motif-containing protein (Homo sapiens), Q9HD26. AID 602252, 2012;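 active means mean inhibition of at least 30% with at least half of replicates also reaching 30%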;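 further: 0% = DMSO neutral control and 100% = excess unlabeled competitor peptide PRC23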
# PfHsp90 set2: growth inhibition of PfHsp90-expressing yeast, primary screen, antimalarial PfHsp90 inhibitor project, S. cerevisiae, BacTiter-Glo luminescence, single point, set 2 | BacTiter-Glo ATP, 48 h; yeast lacking PDR1 and PDR3 efflux regulators | actives 0.32% (n = 310,000) | AID 504621, 2011 | inhibition, % at 9.4 µM;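 active means every replicate shows inhibition above about 80%, whatever the replicate mean, limit read from the data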;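 further: 0% = DMSO neutral controls and 100% = 20 µM radicicol positive controls; yeast relying on Plasmodium falciparum Hsp90 in place of its own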
# MITF act: activators of MITF-driven TRPM1 promoter reporter, primary screen, cell-based, SK-MEL-5, luciferase, single point; SK-MEL-5 TRPM1-promoter luciferase, 24 h; % of positive control, neutral wells = 0; activation, % at 12.5 µM; actives 0.75% (n = 300,000); AID 588334, 2011;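 active means mean activation of at least 80% with every replicate also reaching 80%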;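 further: 0% = neutral control wells and 100% = parthenolide positive control wells; values of inactives mirror those of a sister screen read the other way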
# dFosB act: activators of delta FosB homodimer, primary screen, biochemical, fluorescence polarization, TAMRA-CDK5 oligo, single point; actives 0.99% (n = 340,000); purified delta FosB; percent of positive-control signal above neutral wells; activation, % at 25 µM;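 active means mean activation above about 17%, with every replicate also reaching it, limit read from the data, passing the limit was not always enough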;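 further: fluorescence polarization rise as delta FosB binds a TAMRA Cdk5 AP-1 oligo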
# NSD2 HMT inh: NSD2 histone methyltransferase inhibitors, primary screen, biochemical, AlphaScreen, single concentration, set 2; inhibition, % at 12.5 µM; NSD2 peptide methylation, 120 min; actives 0.54% (n = 310,000); AID 743445, 2014; in the data active means inhibition above about 50%
# Rtt109 HAT inh: inhibitors of C. albicans Rtt109/Vps75 HAT, primary screen, biochemical, ThioGlo CoA-SH fluorescence, plate reader; Histone acetyltransferase RTT109 (Candida albicans (strain SC5314 / ATCC MYA-2876)), …; AID 540336, 2011; actives 0.16% (n = 330,000); inhibition, % at 34.9 µM; purified Rtt109/Vps75, 4 h;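 active means inhibition of at least 50% in every replicate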
# Target sequence (Q5AAJ8 whole entry, looked up): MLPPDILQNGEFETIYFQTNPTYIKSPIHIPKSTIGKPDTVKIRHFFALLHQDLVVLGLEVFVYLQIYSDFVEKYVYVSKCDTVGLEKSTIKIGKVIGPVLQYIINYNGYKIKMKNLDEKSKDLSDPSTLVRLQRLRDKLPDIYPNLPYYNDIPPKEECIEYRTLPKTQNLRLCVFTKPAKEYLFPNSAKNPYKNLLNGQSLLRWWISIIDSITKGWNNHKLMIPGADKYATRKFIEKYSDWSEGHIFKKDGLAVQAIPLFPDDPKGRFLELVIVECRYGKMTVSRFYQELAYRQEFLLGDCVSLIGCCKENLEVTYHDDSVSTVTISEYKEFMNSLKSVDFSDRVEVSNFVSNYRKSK
# SR-BI uptake up: activators of SR-BI mediated DiI-HDL uptake, primary screen, ldlA[mSR-BI] CHO cells, DiI fluorescence | activation, % at 12.5 µM | 3 h; 100 = double the neutral-control signal | actives 0.096% (n = 320,000);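 active means mean replicate activation of at least 60% and every replicate at or above 60%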;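 further: 0% = median plate neutral-control signal and 100% = twice that signal; values of inactives mirror those of a sister screen read the other way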
#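 System: LDL receptor-deficient CHO ldlA cells overexpressing murine SR-BI | Timing: 3 h uptake period with compound, 37 °C | Medium: HEPES-buffered (25 mM, pH 7.4) F12 plus 0.5% BSA | Dosing: Single-point compound dose | Signal: Bottom-read fluorescence, 550/595 nm | Read-out: Retained DiI signal reflecting DiI-HDL uptake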
# CAL PDZ FP-2: CAL PDZ peptide-binding inhibitors, primary screen, biochemical, fluorescence polarization, Cer-tagged CAL PDZ, HTS; purified CAL PDZ, TMR-peptide fluorescence polarization, 1 h; inhibition, % at 20 µM; actives 0.02% (n = 330,000); AID 504414, 2011;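 active means highest replicate inhibition of at least 40%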;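 further: plate controls were DMSO neutral control wells for no effect and unlabeled competitor peptide control wells for full effect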
#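 material = purified tagged CAL PDZ domain construct (CerCALP) | buffer or medium = sodium phosphate/NaCl buffer pH 7.4 with TCEP, IgG, Thesit | reagent = TMR-labelled reporter peptide T*-PRC34 bound in PDZ groove | incubation = 1 h room-temperature incubation prior to read | measured by = fluorescence polarization (mP) | evaluation = percent inhibition from loss of millipolarization | control set = unlabelled peptide and DMSO controls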
# SR-BI DiI inh: inhibitors of SR-BI mediated HDL lipid uptake, primary screen, ldlA[mSR-BI] cells, fluorescence, single point. actives 0.96% (n = 320,000). AID 488896, 2010. ldlA[mSR-BI] CHO cells, DiI-HDL uptake fluorescence, 3 h. Scavenger receptor class B member 1 (Mus musculus), Q61009. inhibition, % at 12.5 µM;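 active means mean replicate inhibition of at least 70% and a set share of replicates each scoring 70 or more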;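 further: 0% = median of neutral control wells and 100% = median of positive control wells; values of inactives mirror those of a sister screen read the other way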
# Target sequence (Q61009 whole entry, looked up): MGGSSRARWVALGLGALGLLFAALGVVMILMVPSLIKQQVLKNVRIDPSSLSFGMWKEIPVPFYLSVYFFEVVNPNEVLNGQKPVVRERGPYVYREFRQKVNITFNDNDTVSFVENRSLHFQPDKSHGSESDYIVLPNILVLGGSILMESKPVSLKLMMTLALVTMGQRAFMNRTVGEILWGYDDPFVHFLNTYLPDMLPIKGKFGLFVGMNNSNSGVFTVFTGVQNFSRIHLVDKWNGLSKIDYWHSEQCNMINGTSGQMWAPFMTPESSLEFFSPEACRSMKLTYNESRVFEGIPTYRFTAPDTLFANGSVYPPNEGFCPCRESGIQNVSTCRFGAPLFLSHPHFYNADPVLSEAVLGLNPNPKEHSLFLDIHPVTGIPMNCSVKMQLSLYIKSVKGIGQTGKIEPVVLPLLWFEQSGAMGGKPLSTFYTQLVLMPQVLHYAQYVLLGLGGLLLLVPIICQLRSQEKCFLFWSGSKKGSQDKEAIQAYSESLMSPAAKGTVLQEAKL
# PvdQ acylase: P. aeruginosa PvdQ acylase inhibitors, primary screen, biochemical, fluorescence, plate reader and imaging, single point; actives 0.063% (n = 340,000); purified PvdQ acylase; AID 488965, 2010; PvdQ acylase [Pseudomonas aeruginosa LESB58]; inhibition, % at 10 µM; in the data active means inhibition above about 30%, passing the limit was not always enough;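 further: 0% = vehicle neutral wells and 100% = reference inhibitor wells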
# Active calls of the source: *; . = not tested or not shown.
SMILES,CAL PDZ FP-1,PfHsp90 set2,MITF act,dFosB act,NSD2 HMT inh,Rtt109 HAT inh,SR-BI uptake up,CAL PDZ FP-2,SR-BI DiI inh,PvdQ acylase
CCOc1ccc(C(=O)NCC(=O)NCC(c2ccc(OC)cc2)N2CCCC2)cc1 (stereo unspecified),4,-4,10,5,2,-3,-5,0.4,5,0
COCCN(CCOC)C(=O)N1CCOCC1,-5,-12,11,4,-1,-5,22,-1.3,-22,1
COc1ccc(OC)c(NC(=O)c2cn(C)c(=O)c3cc(OC)c(OC)cc23)c1,-1,-12,.,5,1,-3,-25,-2.5,25,-13
COc1ccc(CN2CCN(C(=O)c3c(-c4ccccc4)noc3C)CC2)cc1F,-3,.,-5,1,0,-2,4,-0.4,-4,8
COc1cccc(-c2nnn(CC(=O)N3CCC(C)CC3)n2)c1,0,-15,16,-7,-9,6,19,-0.1,-19,-5
Cc1ccc(-c2csc(NC(=O)C3CC=CCC3C(=O)O)c2C(=O)OC(C)C)cc1 (stereo unspecified),.,-15,4,3,.,19,-13,-1.0,13,9
CCOc1ccc(NC(=O)CN(C)S(=O)(=O)c2cccs2)cc1,59*,-15,40,-1,.,2,7,-0.6,-7,-5
O=C(O)CSCC(=O)N(Cc1ccccc1)c1nc(-c2ccccc2)c(-c2ccccc2)s1,44*,-15,-6,-33,2,38,0,-1.2,0,-14
CN1c2ccccc2-c2nc3ccccc3n2C1c1ccncc1 (stereo unspecified),-1,11,-4,-9,-5,-3,24,-3.3,-24,-3
Nc1[nH]c(=S)nc2nc(-c3ccccc3)c(-c3ccccc3)nc12,-2,1,-11,2,0,6,11,0.2,-11,0
COc1cccc(CN2CCCC(C(=O)Nc3ccc(-c4cscn4)cc3)C2)c1 (stereo unspecified),-4,10,-8,-7,1,5,-16,-3.2,16,-8
CC[C@@H]1[C@H]2CCCC(=O)N3CC[C@@H](C[C@@H]1OC(=O)Nc1ccccc1)[C@@H]23,7,0,0,-11,.,3,25,-1.6,-25,-16
CC(=O)N1CCc2cc(S(=O)(=O)NCCC(=O)N3CCc4ccccc4C3)ccc21,-1,.,-5,-10,.,11,2,-0.5,-2,12
CCOC(=O)c1nnc(-c2ccccc2)nc1N1CC(C)OC(C)C1 (stereo unspecified),-2,6,8,-7,1,7,-16,0.2,16,-13
Cc1cccc(C)c1NC(=O)CS(=O)CC(=O)NC1CCN(Cc2ccccc2)CC1 (stereo unspecified),-2,-21,3,7,-1,-8,-8,0.1,8,-19

# Among those listed so far, two have a COOH group.
SMILES,CAL PDZ FP-1,PfHsp90 set2,MITF act,dFosB act,NSD2 HMT inh,Rtt109 HAT inh,SR-BI uptake up,CAL PDZ FP-2,SR-BI DiI inh,PvdQ acylase
Cc1ccc(-c2csc(NC(=O)C3CC=CCC3C(=O)O)c2C(=O)OC(C)C)cc1 (stereo unspecified),.,-15,4,3,.,19,-13,-1.0,13,9
O=C(O)CSCC(=O)N(Cc1ccccc1)c1nc(-c2ccccc2)c(-c2ccccc2)s1,44*,-15,-6,-33,2,38,0,-1.2,0,-14

# Three compounds from above, sorted by count of non-hydrogen atoms, low to high:
SMILES,CAL PDZ FP-1,PfHsp90 set2,MITF act,dFosB act,NSD2 HMT inh,Rtt109 HAT inh,SR-BI uptake up,CAL PDZ FP-2,SR-BI DiI inh,PvdQ acylase
CC[C@@H]1[C@H]2CCCC(=O)N3CC[C@@H](C[C@@H]1OC(=O)Nc1ccccc1)[C@@H]23,7,0,0,-11,.,3,25,-1.6,-25,-16
CC(=O)N1CCc2cc(S(=O)(=O)NCCC(=O)N3CCc4ccccc4C3)ccc21,-1,.,-5,-10,.,11,2,-0.5,-2,12
O=C(O)CSCC(=O)N(Cc1ccccc1)c1nc(-c2ccccc2)c(-c2ccccc2)s1,44*,-15,-6,-33,2,38,0,-1.2,0,-14

# Later entries
SMILES,CAL PDZ FP-1,PfHsp90 set2,MITF act,dFosB act,NSD2 HMT inh,Rtt109 HAT inh,SR-BI uptake up,CAL PDZ FP-2,SR-BI DiI inh,PvdQ acylase
C[N+](C)(C)CC/C=C1/c2ccccc2CSc2ccccc21,4,-13,-12,0,0,-4,-6,0.4,6,-20
C=CCN(CC=C)C(=O)C(=O)c1ccn(-c2c(C)csc2C(=O)OC)c1,-5,8,-9,-2,-3,12,-1,-1.7,1,11
CCN(c1ccccc1)S(=O)(=O)c1nnc(NC(=O)C(C)(C)C)s1,-3,1,3,-2,-1,4,-3,0.3,3,1
O=C(CCC(=O)c1cccs1)NCc1cccc(Cl)c1,-2,5,5,-2,1,-10,-10,-0.9,10,-8
CCn1c(CNc2cccc(Cl)c2)nnc1SCC(=O)OC1CCCCC1,0,-27,-9,3,0,17,-24,-2.4,24,1
Cc1ccc(C(=O)c2nccn2C)cc1C,-3,34,17,-5,.,3,-2,-0.9,2,-6
O=C(COc1ncnc2cc(Cl)ccc12)c1ccc2c(c1)OCCO2,3,-12,80,-2,-2,2,6,-2.2,-6,-21
COc1cc(/C=C2\N=C(c3c(-c4ccccc4)noc3C)OC2=O)ccc1OC(C)=O,1,-23,-8,1,.,-2,23,-2.0,-23,-15
N#C/C(=C(\O)c1ccco1)c1ccccn1,-4,-6,16,-4,.,26,-20,-3.0,20,-5
CCOC(=O)c1sc(N(Cc2ccccc2)C(=O)CN2C(=O)CN(C)C2=O)nc1C,-2,-6,10,-5,4,1,3,-1.7,-3,-6
OC(CCN1CCC2CCC(C2)C1)c1ccc(Br)cc1 (stereo unspecified),-4,.,1,-6,1,-7,19,1.3,-19,0
COc1ccc2cc(CCNC(=O)c3ccc(S(=O)(=O)N4CCOCC4)cc3)c(=O)[nH]c2c1,-3,9,7,-8,-1,31,-14,-2.8,14,0
CCN(CC)c1ccc(NC(=O)c2ccc3c(c2)OCO3)cc1,0,9,.,-8,19,-3,-17,0.8,17,-14
O=C(Nc1ccc2c(c1)OCCO2)c1c(F)c(F)c(F)c(F)c1F,0,-5,14,4,1,-5,5,0.1,-5,17
CC1C(=O)C(C)C(c2cccc(Br)c2)NC1c1cccc(Br)c1 (stereo unspecified),-7,2,.,0,-4,-1,-4,-0.5,4,-7
O=C(NCCNc1ccc([N+](=O)[O-])cc1)c1cccs1,.,-1,-3,1,0,-3,14,-0.8,-14,-1
CCNC(=O)CCSc1nnc(-c2ccncc2)o1,-7,.,-1,-3,-4,-5,37,-2.3,-37,-3
Cc1csc(NC(=O)CCC(=O)N(CC(=O)NC2CCCC2)c2ccccc2)n1,4,-8,-1,-4,-2,9,.,-0.6,.,1
CCC1(C)OC(=O)NN(c2ccc(C)cc2)C1(C)O (stereo unspecified),-2,0,-9,2,-1,1,21,-0.5,-21,-5
Cn1c(=O)c2[nH]c(N3CCN(c4ccccc4)CC3)nc2n(C)c1=O,.,-6,0,-8,1,2,-10,-0.3,10,2
CCOC(=O)C1=C(C)Nc2ccccc2N=C1NC(=O)c1ccc(Cl)c(S(=O)(=O)N2CCCC2)c1,.,-13,-10,-4,1,12,1,-0.1,-1,-9
Cc1ccc(NC(=O)CN(C)C(=O)COc2ncnc3ccc(Br)cc23)cc1,-3,8,1,1,.,2,11,0.4,-11,-9
CCCn1cnc2c(SCc3ccccc3)nc(N)nc21,-1,-25,18,-4,2,-1,-7,-0.1,7,-13
NNc1ccc2nncn2n1,-3,-20,.,9,-1,1,7,-0.2,-7,-19
Cc1ccc(/C=C/C(=O)O)cc1S(=O)(=O)NCc1cccnc1,0,15,4,1,-2,-4,.,-1.8,.,-7
CS(=O)(=O)N1CCc2nc(-c3ccccc3)sc2C1,-5,-10,92*,-2,-2,2,-3,-0.2,3,10
O=C(Nc1cccc(S(=O)(=O)Nc2ccccc2Cl)c1)c1ccc(Cl)nc1,-3,0,-18,4,-2,-6,4,-1.6,-4,-11
CN(CC(=O)Nc1ccc(F)c(F)c1F)C(=O)c1cc(-c2ccncc2)nc2ccccc12,-4,7,-12,-3,4,7,-22,-2.6,22,-12
O=C(NCCN1CCCCC1)Nc1ccccc1,-5,13,0,1,1,-3,4,0.1,-4,-6
CC(=O)c1ccc(NC(=O)CSC(=S)N2CCCC2)cc1,-3,-8,57,-8,2,-2,-3,-3.4,3,2
O=C(Cc1cccs1)NCCS(=O)(=O)N1CCN(c2ccccc2F)CC1,0,.,-21,1,-3,-4,16,-2.4,-16,-1
COc1ccc(C(=O)Nc2cc(Cl)ccc2N2CCOCC2)cc1S(=O)(=O)N1CCOCC1,2,8,5,-8,1,1,-4,0.3,4,-15
NC(=O)C1CCN(C(=O)CC2(CC(=O)O)CCCCC2)CC1,1,-28,-3,3,1,25,-3,0.0,3,1
O=C(NCc1ccccc1)c1cc(-c2cccs2)on1,-2,-5,44,3,0,5,-1,0.0,1,-4
COCCOC(=O)C1=C(C)N=C2SCCC(=O)N2C1c1cccs1 (stereo unspecified),-1,-13,-1,-4,-1,12,10,1.4,-10,8
CC(c1nnc(SCC(=O)c2c(N)n(C)c(=O)n(C)c2=O)n1-c1ccc(Cl)cc1)N(C)C (stereo unspecified),-5,-70,-4,2,.,3,-13,0.3,13,-10
O=C(Nc1nc2ccccc2s1)c1cccc(N2C(=O)CCC2=O)c1,-4,-26,24,-11,-1,0,-22,-4.3,22,-14
O=C(CCC(=O)c1ccc(Oc2ccccc2)cc1)Nc1ccc(C(=O)O)cc1,-3,13,.,-1,2,.,26,1.0,-26,3
O=C(CSCc1ccc([N+](=O)[O-])cc1)NC1CC2CCC1C2 (stereo unspecified),-8,4,8,5,-3,2,20,-0.1,-20,-5
CC1=NN(C(=O)COc2ccc(C)c(C)c2)C(O)(c2ccc(Cl)cc2)C1 (stereo unspecified),1,8,-1,-3,1,11,-20,-0.4,20,26
CSc1nc(Sc2ccccc2Cl)c2ccccc2n1,-5,-1,0,-4,-2,6,17,-2.2,-17,2
Cc1cc(OC(=O)c2c(Cl)cc(Cl)cc2Cl)nc(C)n1,.,.,-11,-8,18,-4,-20,-0.7,20,8
O=C1c2c(O)cc(O)cc2O[C@H](c2ccc(O)c(O)c2)[C@H]1O,-4,22,6,0,.,6,-6,-0.4,6,-6
O=P(c1ccccc1)(c1ccccc1)C(c1ccco1)N1CCOCC1 (stereo unspecified),-4,7,5,-3,-4,4,-5,-2.3,5,8
